# Dengue-2 NS5 capping: flavivirus cap methylation enzyme inhibition – biochemical, confirmation dose response, primary screen (AID 588689) | Dengue-2 NS5 methyltransferase capping enzyme assay, biochemical; higher % means a stronger effect | inhibition, % at 25 µM, or IC50 in µM where a hit was titrated | 340,000 tested, 0.3% active; in the data active = a potency from the dose series; inconclusive = inhibition above about 29% without an active follow-up result
# An asterisk follows results filed as active; ? = inconclusive. Only part of the results is shown; the hit share may differ from the screen's.
SMILES,Dengue-2 NS5 capping
CCCCn1c(N)c(N(Cc2ccccc2OC)C(=O)CN2C(=O)NC(C)(c3ccccc3)C2=O)c(=O)[nH]c1=O (stereo unspecified),2.2%
COc1cc2c(cc1OC)CN(CCC(C)c1ccc(Cl)cc1)CC2 (stereo unspecified),9.2%
O=C(NCc1ccccc1CN1CCCC1)c1cccc(S(=O)(=O)Nc2ccc(F)cc2)c1,5.3%
COc1ccc(S(=O)(=O)N2CCCCC2)cc1NC(=O)Cn1cnc2c1c(=O)n(C)c(=O)n2C,-6.6%
O=C(O)c1ccc2c(c1)S(=O)(=O)c1cc(Cl)ccc1C2=O,7.6%
CN(CC(=O)Nc1ccc(F)cc1)C(=O)CSc1nnc(Cc2ccccc2)o1,-5.1%
C[n+]1c(-c2ccccc2)cc2c(=Cc3ccc([N+](=O)[O-])cc3)c3ccccc3n21,14.2µM*
CC1=CC2(C)C(C3C(C)=CC2(C)C(=O)C3(C)O)C(C)(O)C1=O (stereo unspecified),-8.9%
S=C1SCN(CCc2ccccc2)CN1CCc1ccccc1,4.0%
CCN(C(=O)C(C)OC(=O)c1nn(-c2ccccc2C(F)(F)F)cc1O)c1ccccc1 (stereo unspecified),-10.1%
O=C1CCC[C@@H]2C[C@@]3(C[C@@H]4CCN1[C@H]24)Nc1cc(Cl)ccc1NC3=NC1CCCCC1,-11.9%
NC(=O)C1CCN(c2nc(-c3cccs3)cs2)CC1,-3.9%
Cc1ccc(S(=O)(=O)N2CCC(C(=O)OCC(=O)NC(C)c3ccc(F)cc3)CC2)cc1C (stereo unspecified),-8.8%
C[C@@H]1CN([C@H](C)CO)C(=O)CCCn2cc(nn2)CO[C@H]1CN(C)C(=O)Nc1cccc(F)c1,-5.1%
COc1ccc(-c2cc3nc(-c4ccccc4)cc(N4CCN(C(=O)c5ccccc5)CC4)n3n2)cc1,-8.7%
COc1ccc2nc3n(c(=O)c2c1)-c1cc2ccccc2cc1C(=O)NC3Cc1ccc(O)cc1 (stereo unspecified),-6.4%
COc1ccccc1N1CCN(C(=O)[C@@H]2CCCN2C2=NS(=O)(=O)c3ccccc32)CC1,1.1%
CC1CCc2[nH]c3ccc(C(=O)NCC4CCCO4)cc3c2C1 (stereo unspecified),-2.2%
COc1ccc(OC)c(NC(=O)c2cccc(NC(=O)c3ccco3)c2)c1,3.9%
CN(c1ccccc1)S(=O)(=O)c1ccc(C(=O)NCC(c2ccco2)N2CCCCC2)cc1 (stereo unspecified),-5.1%
O=S1(=O)c2c(F)cccc2OC(COCc2ccccc2)CN1C1CCCC1 (stereo unspecified),0.0%
CCOC(=O)C1CCC(=O)C1 (stereo unspecified),8.0%
CCc1cccc(C)c1NC(=O)COC(=O)C1CC(=O)N(CCc2ccc(OC)c(OC)c2)C1 (stereo unspecified),-4.3%
Cc1cccc(NC(=O)CN(CC2CCCO2)C(=O)c2oc3ccc(F)cc3c2C)c1C (stereo unspecified),-11.8%
CC(=O)c1ccc(OCCCC(=O)N2CCN(S(=O)(=O)c3ccc(C(C)C)cc3)CC2)cc1,-5.8%
Cc1cc(SCC(=O)OC(C)C(=O)N(C)c2ccccc2)nc2ccccc12 (stereo unspecified),0.0%
O=C(C=Cc1cccc(Cl)c1)c1ccccc1,-41.2%
CCOc1ccccc1NC(=O)COC(=O)/C=C/c1cccs1,-5.6%
CCCCN(C(C)=O)c1ccc(S(=O)(=O)NC2=NCCCCC2)cc1NC(C)=O,-0.8%
O=C(COC(=O)CCNS(=O)(=O)c1ccccc1)Nc1ccc(OC(F)F)cc1,-6.8%
Nc1c(C(=O)Nc2ccc3c(c2)OCCO3)nnn1Cc1ccccc1,1.5%
CC(C)NC(=O)N(C)C[C@@H]1OCc2ccccc2-c2c(n(C)c3ccccc23)C(=O)N([C@@H](C)CO)C[C@@H]1C,-1.1%
CSc1ccccc1NC(=O)CN(C)C(=O)C(C)SCc1nc2sc(C)c(C)c2c(=O)[nH]1 (stereo unspecified),-3.0%
Cc1cnc2c(N)cc(C)c(C)c2c1,-10.3%
O=C(COC(=O)Cc1ccsc1)Nc1ccc(Br)cc1F,-0.4%
CCn1c(SCC(=O)c2c(N)n(C3CC3)c(=O)[nH]c2=O)nc2cc(S(N)(=O)=O)ccc21,-8.8%
CN(C)c1ccc(C(O)c2cc3ccccc3s2)cc1 (stereo unspecified),-6.2%
O=C(Nc1cccc(S(=O)(=O)N2CCCCCC2)c1)C1CCN(C(=O)c2ccc(Cl)cc2)CC1,0.0%
C[C@H]1CN([C@@H](C)CO)C(=O)c2cc(C#CC3CCCC3)cnc2O[C@H]1CN(C)C(=O)Cc1ccccn1,-7.2%
C#CCOCCOCCOCCNc1nc(N2CCOCC2)nc(N2CCN(C(=O)Cn3cc(CCCCN)nn3)CC2)n1,-14.4%
Cc1ccc(NC(=O)COC(=O)c2ccc(CN3CCCC3=O)cc2)c(Cl)c1,5.2%
COc1ccc(C(CNC(=O)CNC(=O)c2cccc(C)c2)N2CCCCC2)cc1 (stereo unspecified),-5.1%
CN(Cc1c(F)cccc1Cl)C(=O)CNC(=O)c1sc2ccccc2c1Cl,-7.4%
CC(=O)c1c(C)[nH]c(C(=O)OCC(=O)NC(C)c2ccccc2)c1C (stereo unspecified),-4.6%
CC(=O)Nc1cc(NC(C)=O)cc(C(=O)NCC2(N3CCOCC3)CCCCC2)c1,0.7%
Cc1ccc(OCCC(=O)Nc2ccc3c(c2)OCCCO3)cc1,-7.1%
C#CCN(C[C@@H]1[C@@H](OC(=O)NCc2ccc(OC)c(OC)c2)[C@@H](OC(=O)NCc2ccc(OC)c(OC)c2)Cn2c(=O)n(CCCCCC)c(=O)n21)S(=O)(=O)c1ccc(C)cc1,3.3%
CC1CCN(C(=O)CN2C(=O)C(=O)N(C)C2=O)c2ccccc2S1 (stereo unspecified),-2.3%
Cc1cc(C(=O)OCC(=O)N2C(C)CCCC2C)c2ccccc2n1 (stereo unspecified),-5.6%
COc1ccc(NC(=O)COC(=O)CCC2CCCCC2)cc1,4.7%
O=C(CC1(O)C(=O)Nc2ccc(Br)cc21)c1ccccc1 (stereo unspecified),2.8%
Nc1ccc(C(=O)C(=O)c2ccccc2)cc1,4.6%
CC(C)(C)c1ccc(OCCC(=O)NNC(=O)c2ccccc2)cc1,-2.9%
O=C(/C=C/c1cccc(F)c1)OCC(=O)N1CCCC1,5.0%
CC1CCCC(NC(=O)COC(=O)/C=C/c2ccc([N+](=O)[O-])cc2)C1C (stereo unspecified),2.6%
CCN(CC(=O)Nc1c(F)cccc1F)C(=O)CCCN1C(=O)c2cccc3cccc(c23)C1=O,3.3%
COC(=O)NN1C(=O)C(c2ccccc2)=C(c2ccc(Cl)cc2)C1=O,10.2%
CC1C(=O)N(Cc2cn(CCC3OCCCO3)nn2)CCS(=O)(=O)N1Cc1ccc(-c2ccc(F)cc2)cc1 (stereo unspecified),-0.6%
CN(CC(=O)Nc1ccc(Cl)c(C(F)(F)F)c1)C(=O)C1CCCO1 (stereo unspecified),-4.8%
CCc1cc(C(=O)Nc2cc(Cl)ccc2N2CCN(C)CC2)sc1C,-1.4%

# Next part
SMILES,Dengue-2 NS5 capping
Cc1ccc(/C=C2\SC(=O)N(CCNC(=O)C3CSC4(C)CCC(=O)N34)C2=O)cc1 (stereo unspecified),-5.8%
Cc1ccc(-c2nc(CC(=O)Nc3cccc(S(=O)(=O)NC4=NCCC4)c3)cs2)cc1,-4.8%
NC(=O)c1ccsc1NC(=O)COC(=O)C1=NNC(=O)CC1,3.7%
Cc1cc(C)cc(NC(=O)CSc2nc(=O)n(CCCN3CCOCC3)c3c2CCCC3)c1,-0.7%
CCOc1ccc(NC(=O)CN(C)C(=O)c2cc(-c3ccncc3)nc3ccccc23)cc1OCC,4.3%
C=CCOC(=O)c1ccccc1C(=O)OCC1CO1 (stereo unspecified),3.1%
CN(C)S(=O)(=O)c1ccc(NC(=O)Cn2nc(-c3ccc4c(c3)OCCO4)ccc2=O)cc1,-9.4%
COc1ccc(-c2c(C#Cc3ccc(N(C)C)cc3)c3ccccc3n2C)cc1,6.3%
CCN(C(=O)COC(=O)c1ccc(SC)cc1OC)C1CCS(=O)(=O)C1 (stereo unspecified),-7.3%
COc1cc(NC(=O)COC(=O)CC2CC3CCC2C3)cc(OC)c1 (stereo unspecified),0.0%
O=C(O)/C=C\C(=O)Nc1ccccc1C(=O)N1CCC(O)(c2ccc(Cl)cc2)CC1,6.3%
COc1cc(C(=O)/C=C/c2cccnc2)c([N+](=O)[O-])cc1OC,-19.2%
O=C(NCc1ccc(Cl)cc1)C1CCN(C(=O)c2ccc(Cl)cc2)CC1,-2.9%
COc1ccc(-c2ccc3[nH]c4c(c3c2)CCN2C(=O)[C@@H]([C@H](C)O)[C@@H](N(C)C(=O)Nc3cc(Cl)cc(Cl)c3)C[C@@H]42)cc1,-5.2%
CC(C)CN(C(=O)Cn1nnc(-c2ccc(Cl)cc2)n1)C1CCS(=O)(=O)C1 (stereo unspecified),1.6%
O=C(O)c1cscc1Cc1cccs1,1.1%
O=C(O)CCn1cc(-c2ccc(Cl)cc2)nc1-c1ccc(Cl)nc1,6.3%
CC(=Cc1cccs1)C(=O)c1ccccc1,1.7%
Cc1ccc(NC(=O)c2ccc(Cl)c(S(=O)(=O)NCc3ccco3)c2)c(O)c1,-3.2%
CC(C)NC(=O)N(C)C[C@H]1Oc2cc(C#Cc3ccc(F)cc3)ccc2S(=O)(=O)N([C@H](C)CO)C[C@H]1C,-7.0%
COC1C(CO)OC(n2c3c(Cl)cccc3c3c4c(c5c6cccc(Cl)c6[nH]c5c32)C(=O)NC4=O)C(O)C1O (stereo unspecified),12.9%
CCn1nnc2cc(C(=O)Nc3ccc(C(=O)OC(C)C)cc3)ccc21,6.6%
CCc1ccc(OCC(=O)NNC(=O)C2CCN(c3ncnc4sc(C)c(C)c34)CC2)cc1,-1.4%
CC(=O)Nc1nc2cc([N+](=O)[O-])ccc2s1,3.2%
COc1ccc(CNC(=O)COC(=O)c2ccc(Br)o2)cc1,8.6%
O=C1CC=Nc2ccc([N+](=O)[O-])cc21,7.5%
COc1ccc([C@@H]2CC=C(C(=O)O)[C@H](c3ccc(F)cc3)N2S(=O)(=O)c2ccc(C)cc2)cc1OC,-3.2%
CNC(=O)c1c(NC(=O)CCS(=O)(=O)c2ccc(F)cc2)sc(C)c1C,-2.2%
O=c1[nH]c(-c2ccccc2)nc(CN2CCCCC2)c1O,-5.0%
CC[C@H](C)C(N)c1cn(C(CCCN=C(N)N)C(=O)N2CCNCC2)nn1 (stereo partly specified),2.4%
CCOC(=O)c1c(CC(C)C)csc1NC(=O)COC(=O)c1cnc(C)cn1,5.0%
O=C(/C=C/c1cccs1)NNC(=O)c1cccc([N+](=O)[O-])c1,0.0%
O=C1[C@H]2[C@@H](c3ccccc3)N[C@]3(CCCN(Cc4ccco4)C3=O)[C@H]2C(=O)N1Cc1ccccc1,-11.0%
O=C1CCCCC1Nc1ccc2ccccc2c1 (stereo unspecified),2.3%
Cc1ccc(Cl)cc1NC(=O)COC(=O)CCN1C(=O)C2CC=CCC2C1=O (stereo unspecified),6.6%
COc1ncnc2c1ncn2CCCNCc1ccccc1,-1.6%
CCOC(=O)c1cc(-c2ccccc2C)nn1Cc1cc(C)no1,-7.2%
O=C(CSc1ccccc1F)NCCCN1CCCC1=O,-4.4%
CC1CCN(C(=O)COC(=O)C2CCN(S(=O)(=O)c3ccc4c(c3)OCCO4)CC2)CC1,2.2%
CCOc1ncccc1C(=O)OCC(=O)N(CC(C)C)c1c(N)n(Cc2ccccc2)c(=O)[nH]c1=O,-3.6%
COCCNC(=O)c1cc(-c2ccccc2)nn1Cc1cc(C)no1,2.5%
C/C=C/c1ccc(OCC(=O)N(CCOC)c2c(N)n(CCCC)c(=O)[nH]c2=O)c(OC)c1,0.7%
CN1C(C)(C)CCCC1(C)C,-8.1%
Cc1cc(O)c2c(c1O)C(=O)[C@]13C(=C2O)C(=O)[C@@H]2[C@@H](O)[C@H]1[C@@H]1[C@H](O)[C@H]3C(=O)C3=C(O)c4c(O)cc(C)c(O)c4C(=O)[C@]312,?
CCn1c(C)cs/c1=N\S(=O)(=O)c1ccccc1,-12.4%
O=C(O)[C@@H]1CCCN1S(=O)(=O)c1cccc2cccnc12,0.0%
CC(=O)c1cccc(NC(=O)c2ccc([N+](=O)[O-])o2)c1,5.4%

# Molecules from the list above that have a thiophene ring, fused or not (14):
SMILES,Dengue-2 NS5 capping
NC(=O)C1CCN(c2nc(-c3cccs3)cs2)CC1,-3.9%
CCOc1ccccc1NC(=O)COC(=O)/C=C/c1cccs1,-5.6%
CSc1ccccc1NC(=O)CN(C)C(=O)C(C)SCc1nc2sc(C)c(C)c2c(=O)[nH]1 (stereo unspecified),-3.0%
O=C(COC(=O)Cc1ccsc1)Nc1ccc(Br)cc1F,-0.4%
CN(C)c1ccc(C(O)c2cc3ccccc3s2)cc1 (stereo unspecified),-6.2%
CN(Cc1c(F)cccc1Cl)C(=O)CNC(=O)c1sc2ccccc2c1Cl,-7.4%
CCc1cc(C(=O)Nc2cc(Cl)ccc2N2CCN(C)CC2)sc1C,-1.4%
NC(=O)c1ccsc1NC(=O)COC(=O)C1=NNC(=O)CC1,3.7%
O=C(O)c1cscc1Cc1cccs1,1.1%
CC(=Cc1cccs1)C(=O)c1ccccc1,1.7%
CCc1ccc(OCC(=O)NNC(=O)C2CCN(c3ncnc4sc(C)c(C)c34)CC2)cc1,-1.4%
CNC(=O)c1c(NC(=O)CCS(=O)(=O)c2ccc(F)cc2)sc(C)c1C,-2.2%
CCOC(=O)c1c(CC(C)C)csc1NC(=O)COC(=O)c1cnc(C)cn1,5.0%
O=C(/C=C/c1cccs1)NNC(=O)c1cccc([N+](=O)[O-])c1,0.0%
